Assay outcomes as filed in PubChem BioAssay.
Dyrk1A ADPGlo: inhibitors of rat Dyrk1A kinase. actives 0.43% (n = 310,000). ADP-Glo luminescence, NFATc1 peptide. inhibition, % at 12.5 µM. Q63470; in the data active = inhibition above about 50%;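 also: plate controls were vehicle with enzyme for no effect and no enzyme for full effect; many of its hits are not listed in these tables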
KCNK3 inh: human KCNK3 channel inhibition, primary screen | B-score at 10 µM | actives 0.84% (n = 340,000) | CHO-KCNK3 thallium flux, FluxOR fluorescence; hits give low values | O14649;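 active = B-score under library mean minus 4 SD, starting fluorescence ratio at most library mean plus 5 SD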;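 also: more negative B-score means stronger inhibition of thallium flux through KCNK3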
PolyA inh: blocks polyadenylation in yeast reporter cells; S. cerevisiae SKY197-pL101 polyadenylation reporter, beta-gal luminescence; efflux-impaired pdr1/pdr3 knockout yeast; score 100 = 6 SD above DMSO; calls only at 12 µM; actives 0.02% (n = 300,000);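 active = lowest replicate activity score at least 50, where 100 means six control SD above control mean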;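 also: yeast exposed to compound for 9 h at 30 °C; higher score means more reporter readthrough which indicates perturbed polyadenylation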
GSK3A inh: blocks human GSK-3 alpha kinase; P49840; AID 2650; actives 0.1% (n = 320,000); inhibition, % at 10 µM; ADP-Glo luminescence, 60 min;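 in the data active = inhibition above about 50%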;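 also: GST-tagged GSK-3 alpha with peptide substrate and 25 µM ATP; 0% = DMSO neutral wells and 100% = GW8510 positive control wells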
KCNK9 inh: human KCNK9 channel inhibition; actives 1.2% (n = 310,000); Q9NPC2; B-score at 10 µM; HEK293 KCNK9, FluxOR thallium flux fluorescence; hits give low values;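 active = ratio B-score over 3 SD below the library mean, with starting fluorescence within 5 SD of its mean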;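 also: negative B-score means less thallium flux so channel inhibition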
Target sequence (Q9NPC2 whole entry, looked up): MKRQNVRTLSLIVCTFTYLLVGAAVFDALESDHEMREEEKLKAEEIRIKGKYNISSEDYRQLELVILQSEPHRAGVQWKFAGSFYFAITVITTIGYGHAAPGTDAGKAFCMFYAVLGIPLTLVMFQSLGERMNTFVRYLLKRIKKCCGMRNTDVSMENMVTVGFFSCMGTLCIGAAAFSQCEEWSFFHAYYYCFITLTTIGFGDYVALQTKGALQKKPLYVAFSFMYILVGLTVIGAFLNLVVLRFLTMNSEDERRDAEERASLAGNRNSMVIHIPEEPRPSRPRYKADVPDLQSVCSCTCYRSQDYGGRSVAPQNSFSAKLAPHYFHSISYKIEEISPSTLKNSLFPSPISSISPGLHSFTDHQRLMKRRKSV
HDAC3 inhib: inhibitors of human histone deacetylase 3; O15379; recombinant HDAC3, fluorogenic peptide/trypsin coupled, fluorescence; inhibition, % at 8.3 µM; actives 0.15% (n = 320,000); in the data active = inhibition above about 26%, passing the limit was not always enough
Target sequence (O15379 whole entry, looked up): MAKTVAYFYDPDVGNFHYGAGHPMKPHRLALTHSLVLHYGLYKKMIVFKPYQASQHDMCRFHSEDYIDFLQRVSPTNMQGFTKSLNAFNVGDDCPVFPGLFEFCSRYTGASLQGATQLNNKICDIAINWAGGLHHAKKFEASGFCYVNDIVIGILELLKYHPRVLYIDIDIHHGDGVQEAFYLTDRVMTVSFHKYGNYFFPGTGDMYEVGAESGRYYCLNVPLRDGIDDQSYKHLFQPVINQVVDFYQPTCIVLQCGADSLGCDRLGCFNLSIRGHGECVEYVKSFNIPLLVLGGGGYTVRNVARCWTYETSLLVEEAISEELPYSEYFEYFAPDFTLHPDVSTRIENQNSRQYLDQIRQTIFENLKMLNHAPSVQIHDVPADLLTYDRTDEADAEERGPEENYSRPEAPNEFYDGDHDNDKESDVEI
RGS4 act: potentiators or activators of RGS4 | AID 463111 | HEK293 M3R/inducible RGS4, carbachol calcium flux Fluo4; hits give low values | actives 0.92% (n = 310,000) | B-score at 10 µM;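 active = B-score of the integrated calcium signal more than 4 SD below the library mean, with starting fluorescence not abnormally high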;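 also: negative B-score means reduced calcium response which marks RGS4 activation or potentiation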
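test system = HEK293 cells with stable M3R and inducible RGS4 | schedule = recording 10 s baseline at 1 Hz, 100 s post-agonist | technique = Fluo4-AM (2 µM) calcium-flux fluorescence, kinetic read | measure = Agonist-evoked peak-minus-minimum fluorescence over baseline, integrated ratio, B score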
GSK3beta inhib: inhibitors of human GSK3beta kinase | P49841 | GST-GSK3beta kinase, ADP-Glo luminescence, 60 min; hits give low values | activity score (negative = inhibition), % at 10 µM | actives 0.038% (n = 300,000) | AID 2097;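 active = more than half of replicate wells score below -50%, meaning over 50% inhibition versus plate controls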;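 also: 0% = median DMSO wells and -100% = median GW8510 positive control wells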
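Test system: GST-fused GSK3beta enzyme, cell-free | Quantity: 1.6 ng GST-GSK3beta enzyme per well | Reagent: 25 µM ATP with peptide substrate | Schedule: 60 min enzyme reaction, room temperature | Signal: Luminescent ADP-Glo measurement of ADP formed | Read-out basis: Score relative to plate controls | Control set: DMSO and 20 µM GW8510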
KCNQ1 act: potentiators or activators of human KCNQ1 potassium channel; CHO-K1 KCNQ1, thallium flux FluxOR fluorescence; hits give high values; B-score at 10 µM; actives 0.35% (n = 310,000);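 active = fluorescence ratio B-score, a plate-corrected score, at least three library SD, with initial intensity B-score within 5 SD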
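System: CHO-K1 cells stably expressing KCNQ1 / Medium: assay buffer for compound exposure, DMSO matched across wells / Reagent: thallium- and potassium-containing depolarizing buffer / Compound: one concentration, matched DMSO / Incubation: 20 min compound pretreatment at room temperature / Measured by: kinetic FluxOR fluorescence, 10 s baseline plus 110 s post-stimulus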
KCNQ1 block: inhibitors of human KCNQ1 potassium channel; actives 1.3% (n = 310,000); AID 2642; CHO-K1 KCNQ1, FluxOR thallium flux fluorescence; hits give high values; B-score at 10 µM; P51787;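 active = compounds whose thallium flux B-score, printed positive for inhibition, exceeds three library SD while starting fluorescence stays within three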;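 also: channel opened by potassium depolarization with thallium stimulus after 20 min compound exposure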
hERG protect: compounds protecting human hERG from proarrhythmic drug block | CHO-hERG, FluxOR thallium flux, dofetilide IC70 present | activation (rescue from dofetilide block), less the hit threshold, % at 10 µM | actives 0.51% (n = 310,000) | AID 1511;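 active = activation above the mean of controls blocked by dofetilide plus 5 SD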;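 also: thallium influx through hERG after potassium depolarization seen as dye fluorescence rise; in these data hits start at about 4.7%; inactives centre near -7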
* marks the source's active call; other numbers are inactive results; i = inactive; . = no result given.

SMILES	Dyrk1A ADPGlo	KCNK3 inh	PolyA inh	GSK3A inh	KCNK9 inh	HDAC3 inhib	RGS4 act	GSK3beta inhib	KCNQ1 act	KCNQ1 block	hERG protect
OCc1ccccc1OCCCN1CCC(Cc2ccccc2)CC1	-2	i	i	0	i	2	i	0	i	i	-12
Cc1ccc(N/N=C/c2cccnc2)cc1	-1	i	i	-1	i	-2	i	0	i	i	-3
COc1ccc(C(N)=S)cc1	12	i	i	-3	i	2	i	-25	i	i	-6
COc1ccc(CCNC(=O)CSc2nnc(C(C)N(C)C)n2Cc2ccccc2)cc1OC (centres undefined)	1	i	i	0	i	-12	i	1	i	i	-15
S=c1[nH]nc(-c2ccco2)n1/N=C/c1ccccc1	4	i	i	1	i	5	i	0	i	i	-5
COC(=O)c1c(C)c[nH]c1C	12	i	i	4	i	6	i	-18	i	i	-6
CCOc1ccc(N2CC(C(=O)NCc3ccc4c(c3)OCO4)CC2=O)cc1 (centres undefined)	-2	i	i	-1	i	9	i	-4	i	i	-2
CC(NC(=O)Nc1ccc2c(c1)OCO2)c1ccncc1 (centres undefined)	-2	i	i	0	i	-4	i	-2	i	i	-7
Cc1nnc(SCC(=O)Nc2cccc(S(N)(=O)=O)c2)n1-c1ccccc1	4	i	i	0	i	0	i	1	i	i	-3
CN(C)S(=O)(=O)c1ccc(NC(=O)N2CCN(c3ccccc3)CC2)cc1	-6	i	i	-4	i	-2	i	10	i	i	-3
Cn1c(=O)c2c(=O)cc(NNC(=O)CC#N)[nH]c2n(C)c1=O	0	i	i	-1	i	2	i	1	i	i	-7
C=CCN1C(=O)/C(=C/c2ccsc2)SC1=S	.	i	i	-2	i	12	i	-2	i	i	-17
Cc1cccc(CSc2nc3sc(C)c(C)c3c(=O)n2Cc2ccco2)c1	-8	i	i	1	i	5	i	-4	i	i	-9
O=C(c1ccc2c(c1)OCO2)N1CCCc2ccccc21	2	i	i	-4	i	-3	i	3	i	i	-7
COc1ccc(C(CC(=O)O)NC(=O)COc2ccc(C)cc2)cc1OC (centres undefined)	-2	i	i	-1	i	-3	i	5	i	i	-8
CCOC(=O)CSc1nnc(Cn2c(=O)sc3ccccc32)n1C	25	i	i	0	i	0	i	-1	i	i	-6
O=C(COc1ccc([N+](=O)[O-])cc1)Nc1ccccc1C(=O)NC1CC1	17	i	i	-1	i	-1	i	.	i	i	-3
COCCNC(=S)N(CCN(C)C)Cc1cc2cc3c(cc2[nH]c1=O)OCO3	9	i	i	0	i	-14	i	1	i	i	-6
Cc1cc(=S)n(-c2ccccc2)n1C	-3	i	i	0	i	-1	i	2	i	i	-2
O=C(CNC(=O)c1cnccn1)Nc1ccc(F)c(F)c1F	-5	i	i	-1	i	7	i	2	i	i	1
Cc1ccc(-c2csc3ncn(/N=C/N(C)C)c(=O)c23)o1	4	i	i	0	i	3	i	-7	i	i	-6
COC(=O)c1nn(-c2cccc(C(F)(F)F)c2)c(=O)cc1Sc1ccccn1	0	i	i	-3	i	0	i	-1	i	i	-9
O=[N+]([O-])c1cc2c(cc1/C=N\NS(=O)(=O)c1ccccc1)OCO2	-5	i	i	2	i	1	i	2	i	i	-5
Clc1ccc(Oc2cnns2)c(Cl)c1	6	i	i	-2	i	7	i	-1	i	i	-9
Cc1nc2sc(C(c3ccccc3)N3CC(C)OC(C)C3)c(O)n2n1 (centres undefined)	-6	i	i	-3	i	0	i	1	i	i	-5
(list continues)
SMILES	Dyrk1A ADPGlo	KCNK3 inh	PolyA inh	GSK3A inh	KCNK9 inh	HDAC3 inhib	RGS4 act	GSK3beta inhib	KCNQ1 act	KCNQ1 block	hERG protect
COc1ccc(OC)c(NC(=O)CSc2nnc(-c3ccco3)n2-c2ccccc2)c1	-4	i	i	-2	i	-4	i	3	i	i	-4
CN1CCN(c2ccc(NC(=O)COc3ccccc3)cc2Cl)CC1	-6	i	i	.	i	.	i	1	i	i	-6
O=C(c1cnn2c(C(F)(F)F)cc(-c3ccco3)nc12)N1CCc2ccccc2C1	1	i	i	-1	i	1	i	1	i	i	-7
CCC(=O)N1CCc2cc(S(=O)(=O)CCC(=O)N3CCN(c4ccc(C(C)=O)cc4)CC3)ccc21	-4	i	i	0	i	4	i	1	i	i	-8
CCOCc1nnc(NC(=O)CCS(=O)(=O)Cc2ccccc2)s1	-6	i	i	0	i	-3	i	-1	i	i	-4
CC(C)N1CCN(Cc2ccc(Oc3ncccn3)cc2)CC1CCO (centres undefined)	1	i	i	-2	i	-4	i	0	i	i	-14
C=CCn1c(N2C(=O)CC(Cc3ccccc3)C2=O)nc2ccccc21 (centres undefined)	2	i	i	0	i	0	i	5	i	i	-18
Cc1cc(C)n2nc(C(=O)N/N=C/c3cccc(Cl)c3)nc2n1	2	i	i	15	i	0	i	-2	i	i	-14
Cc1ccc(S(=O)(=O)N2CCN(C(=O)CCC(=O)NC3CCCc4ccccc43)CC2)cc1 (centres undefined)	1	i	i	-2	i	5	i	-1	i	i	-15
COc1ccc(Cn2cc(C(=O)c3ccccc3)c(=O)c3cc(OC)ccc32)cc1	14	i	i	.	i	11	i	1	i	i	-4
O=c1oc2ccccc2c2c1nc(C(F)(F)F)n2-c1ccccc1	-3	i	i	-2	i	-8	i	-3	i	i	-1
CCOC(=O)CSc1nnc(CNC(=O)c2cccc(C)c2)n1-c1ccccc1OC	1	i	i	-4	i	3	i	-1	i	i	-7
CCOC(=O)C1CCCN(C(=O)Cn2sc3nc(C)cc(C)c3c2=O)C1 (centres undefined)	-1	i	i	-1	i	5	i	-2	i	i	-28
CCOC(=O)c1c(NC(=O)c2cc(C)on2)c2cc([N+](=O)[O-])ccc2n1C	.	.	i	-1	i	.	i	-3	i	i	-7
CCn1c(CNC(=O)COc2ccc(C(C)C)cc2)nnc1SCC(=O)Nc1ccccc1C(C)C	2	i	i	1	i	1	i	-1	i	i	-8
CCc1nnc(N/N=C/c2cccs2)n1N	-2	i	i	4	i	7	i	3	i	i	-7
COc1cc2c(cc1OC)C(c1ccc(Br)cc1)N(C(=O)c1ccccc1C(=O)O)CC2 (centres undefined)	0	i	i	-1	i	-4	i	2	i	i	-6
CCOC(=O)c1c(C)nc2c(c1-c1ccccc1)C(=O)CCC2	-4	i	i	0	i	8	i	-3	i	i	-7
CSc1ccccc1NC(=O)CSc1nnc(CNC(=O)c2ccccc2F)n1C	-5	i	i	-3	i	2	i	-3	i	i	-2
CC1CCCCN1S(=O)(=O)c1ccc(-n2cnnn2)cc1 (centres undefined)	-4	i	i	-1	i	1	i	-2	i	i	-7
CSc1nsc(SCC(=O)Nc2ccccn2)n1	-1	i	i	1	i	2	i	-4	i	i	-9
COc1ccc(NC(=O)C2CCN(S(=O)(=O)c3cn(C)nc3C)CC2)cc1	-6	i	i	9	i	1	i	-1	i	i	1
CN(NC(=O)c1ccco1)c1nc2ccccc2nc1C(F)(F)F	-3	i	i	-5	i	1	i	-2	i	i	-5
CCCCN1C2CCCC1CC(NC(=O)c1cccc(Cl)c1)C2 (centres undefined)	6	i	i	0	i	-6	i	2	i	i	-3
Cc1ccc(C)n1-c1ccncc1	8	i	i	.	i	-4	i	-4	i	i	-3
New compounds follow.
SMILES	Dyrk1A ADPGlo	KCNK3 inh	PolyA inh	GSK3A inh	KCNK9 inh	HDAC3 inhib	RGS4 act	GSK3beta inhib	KCNQ1 act	KCNQ1 block	hERG protect
COc1ccc2c(COC(=O)c3n[nH]c4ccccc34)cc(=O)oc2c1	-2	i	i	1	i	2	i	5	i	i	-6
CC12CCC(C(=O)N3CCCc4ccccc43)(CC1=O)C2(C)C (centres undefined)	1	i	i	-3	i	5	i	0	i	i	2
COc1cc([N+](=O)[O-])ccc1NC(=S)Nn1cnnc1	-1	i	i	-1	i	.	i	2	i	i	-5
Cc1ccc(NC(=O)C(=O)NCCc2c[nH]c3ccccc23)c(C)c1	-5	i	i	-3	i	-5	i	3	i	i	-13
O=C(Nc1ccccc1C(F)(F)F)N1CCCC(O)C1 (centres undefined)	2	i	i	-3	i	3	i	2	i	i	-1
Cc1ccccc1Nc1nnc(SCC(=O)c2c(N)n(C)c(=O)n(C)c2=O)s1	.	i	i	0	i	-2	i	1	i	i	-15
Nn1c(SCC(=O)N2CCCC2=O)nnc1-c1cccs1	-1	i	i	.	i	.	i	-2	i	i	-5
CCOCCCN(Cc1ccco1)S(=O)(=O)c1csc(C(N)=O)c1	.	i	i	1	i	-3	i	-4	i	i	-5
O=C(CCNC(=O)c1ccc([N+](=O)[O-])cc1)NCCc1ccccc1	-4	i	i	-1	i	-10	i	.	i	i	-7
O=C1CC(N2CCN(Cc3ccc(Cl)cc3)CC2)C(=O)N1CCc1ccccc1 (centres undefined)	.	i	i	-1	i	7	i	1	i	i	-2

Structures shown so far containing an aryl methoxy group (10):
SMILES	Dyrk1A ADPGlo	KCNK3 inh	PolyA inh	GSK3A inh	KCNK9 inh	HDAC3 inhib	RGS4 act	GSK3beta inhib	KCNQ1 act	KCNQ1 block	hERG protect
COc1ccc(C(N)=S)cc1	12	i	i	-3	i	2	i	-25	i	i	-6
COc1ccc(CCNC(=O)CSc2nnc(C(C)N(C)C)n2Cc2ccccc2)cc1OC (centres undefined)	1	i	i	0	i	-12	i	1	i	i	-15
COc1ccc(C(CC(=O)O)NC(=O)COc2ccc(C)cc2)cc1OC (centres undefined)	-2	i	i	-1	i	-3	i	5	i	i	-8
COc1ccc(OC)c(NC(=O)CSc2nnc(-c3ccco3)n2-c2ccccc2)c1	-4	i	i	-2	i	-4	i	3	i	i	-4
COc1ccc(Cn2cc(C(=O)c3ccccc3)c(=O)c3cc(OC)ccc32)cc1	14	i	i	.	i	11	i	1	i	i	-4
CCOC(=O)CSc1nnc(CNC(=O)c2cccc(C)c2)n1-c1ccccc1OC	1	i	i	-4	i	3	i	-1	i	i	-7
COc1cc2c(cc1OC)C(c1ccc(Br)cc1)N(C(=O)c1ccccc1C(=O)O)CC2 (centres undefined)	0	i	i	-1	i	-4	i	2	i	i	-6
COc1ccc(NC(=O)C2CCN(S(=O)(=O)c3cn(C)nc3C)CC2)cc1	-6	i	i	9	i	1	i	-1	i	i	1
COc1ccc2c(COC(=O)c3n[nH]c4ccccc34)cc(=O)oc2c1	-2	i	i	1	i	2	i	5	i	i	-6
COc1cc([N+](=O)[O-])ccc1NC(=S)Nn1cnnc1	-1	i	i	-1	i	.	i	2	i	i	-5

An excerpt; the hit share may differ from the screen's.
